Source: PubChem BioAssay
hERG WT inh – blocks the wildtype human KCNH2 potassium channel; activity change, % at 1.84 µM; hit rate 0.37% among 340,000; Q12809; AID 720551; U2OS, BacMam KCNH2, thallium flux FluxOr; stronger effect = lower value;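 active = maximum activity change below -70%; inconclusive = maximum activity change between -70% and -50%; inactive = maximum activity change above -50%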; also: % is scaled to controls: 0 for no effect and ±100 for the full control effect
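U2OS cells transduced with wild-type KCNH2 virus are loaded with FluxOr dye for 45 min, and thallium flux is measured in kinetic reads before and after stimulation buffer. Rate constants are normalized to DMSO controls.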
TRPV1 ag – agonists of human vanilloid receptor 1 (TRPV1); TRPV1-expressing cells, Fluo-8 calcium influx, agonist mode; activation, % at 8.33 µM; hit rate 0.19% among 320,000; AID 540275; in the data active = activation above about 80%; inconclusive = between about 30% and that limit; also: 0% is about no effect
Target sequence (Q8NER1 whole entry, looked up): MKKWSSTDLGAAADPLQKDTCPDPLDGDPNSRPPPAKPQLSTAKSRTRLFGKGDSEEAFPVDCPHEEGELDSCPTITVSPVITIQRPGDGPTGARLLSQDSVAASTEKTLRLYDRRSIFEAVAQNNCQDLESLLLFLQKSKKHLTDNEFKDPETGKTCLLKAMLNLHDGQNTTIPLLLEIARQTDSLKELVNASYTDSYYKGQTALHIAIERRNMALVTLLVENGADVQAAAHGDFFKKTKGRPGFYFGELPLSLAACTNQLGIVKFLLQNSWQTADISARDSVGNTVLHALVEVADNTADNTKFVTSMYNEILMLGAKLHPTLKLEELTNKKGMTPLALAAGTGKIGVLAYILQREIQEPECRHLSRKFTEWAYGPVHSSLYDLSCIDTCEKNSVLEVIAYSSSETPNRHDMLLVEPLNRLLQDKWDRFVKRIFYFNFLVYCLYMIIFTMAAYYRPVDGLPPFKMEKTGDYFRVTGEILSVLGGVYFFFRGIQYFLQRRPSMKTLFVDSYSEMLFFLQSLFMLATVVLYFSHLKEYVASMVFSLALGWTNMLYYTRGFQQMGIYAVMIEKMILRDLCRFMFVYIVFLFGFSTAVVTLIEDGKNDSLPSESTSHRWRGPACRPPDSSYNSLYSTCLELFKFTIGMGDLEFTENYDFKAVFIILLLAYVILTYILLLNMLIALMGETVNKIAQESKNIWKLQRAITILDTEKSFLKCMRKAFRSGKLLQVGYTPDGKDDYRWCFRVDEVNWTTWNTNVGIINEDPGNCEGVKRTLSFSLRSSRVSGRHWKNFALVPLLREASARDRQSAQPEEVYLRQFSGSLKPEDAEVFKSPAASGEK
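Fluo-8 calcium influx in TRPV1-expressing cells, kinetic read (ex 480/em 520 nm). Compound added and read 3 min for agonist activity, followed by capsaicin at EC20 final and 2 min further read for enhancement.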
PKM2 activator – activators of human pyruvate kinase M2. purified PKM2, Kinase-Glo ATP luminescence, activation; response scale: 0% is enzyme alone, no compound. P14618. hit rate 0.34% among 260,000. Potency, µM (series often up to 57.5 µM), for inactives: at the top dose activation, actives largely listed as activators; also: potency is read from the fitted curve at half-maximal effect; % is scaled to controls: 0 for no effect and ±100 for the full control effect; nearly all actives have a fitted effect of over 55% in size
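ATP formation by purified human PK-M2, quantified via coupled luciferase luminescence after 1 h at room temperature with 0.1 mM ADP and 0.5 mM PEP final.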
KCNH2 3.1 inh – blocks the human KCNH2 3.1 channel isoform | U2OS KCNH2 3.1, thallium flux FluxOr; stronger effect = lower value | activity change, % (tested at about 1.8 µM) | hit rate 0.95% among 340,000 | AID 720553;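 active = maximum activity change below -70%; inconclusive = maximum activity change from -70% to -50%; inactive = maximum activity change above -50%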;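 also: thallium influx rate constant from kinetic fluorescence after stimulation buffer; % is scaled to controls: 0 for no effect and ±100 for the full control effect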
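Virally transduced U2OS (3.1 isoform, 4 h infection in dark at RT) → overnight 37 C → FluxOr + Red40 in HBSS/HEPES, 45 min → stimulation buffer, 2 min kinetic read → rate constant vs DMSO controls.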
Menin MLL FP TR – inhibitors of human menin-MLL interaction, mutant MLL peptide | Menin + Texas Red MLL mutant peptide, fluorescence polarization | Potency, µM (doses to about 61.6 µM), without a hit: at the highest dose FP activity change, negative = inhibition, hits mostly inhibitors | hit rate 0.23% among 270,000 | AID 1768; active = well fitted inhibition curve with a large enough effect in the polarisation, with a control signal flat, not every such curve was filed as active; inconclusive = small, poorly fitted or top-dose-only effect, or effect the other way, or a change in a side signal; inactive = no such curve, though single readings can be large or run the other way; the % refers to the polarisation; also: potency is read from the fitted curve at half-maximal effect; % of control where 0% means no effect; many of its hits are not listed in these tables
FBPA coupling cs – counter-screen for Giardia aldolase inhibitors: coupling enzyme system; hit rate 0.67% among 290,000; activity change, negative = inhibition, % at 58.2 µM, hits read low; coupling enzyme system counterscreen, AmpLite Red fluorescence; AID 2472; in the data active = activity change below about -30%; also: % is scaled to controls: 0 for no effect and ±100 for the full control effect
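Fluorescence at 525 nm excitation and 598 nm emission measured inhibition of the coupled detection system without aldolase. Compounds (at 57.5 uM final) were preincubated 10 min at room temperature with coupling enzyme reagent before a 20 min substrate/AmpLite Red step.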
CXXC DNA block – inhibitors of human MLL CXXC domain-DNA interaction; Q03164; MLL-CXXC / FITC-HOXA9 DNA fluorescence polarization; Potency, µM (highest dose often 115 µM), without a hit: at the highest dose activity change, negative = inhibition, hits mostly inhibitors; hit rate 0.037% among 290,000; active = well fitted inhibition curve with a large enough effect in the polarisation, with a control signal flat, not every such curve was filed as active; inconclusive = small, poorly fitted or top-dose-only effect, or effect the other way, or a change in a side signal; inactive = no such curve, though single readings can be large or run the other way; the % refers to the polarisation; also: potency is read from the fitted curve at half-maximal effect
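Purified MLL-CXXC (added from a 7 uM solution) was preincubated 5 min at ambient with pinned compounds in 50 mM Tris-HCl pH 7.5, 50 mM NaCl, 1 mM DTT, 0.05% BSA. Fluorescein-labeled HOX-A9 DNA (50 nM solution) followed, 30 min, then polarization read.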
GALK inh – inhibitors of human galactokinase. hit rate 0.007% among 270,000. Purified GALK, Kinase-Glo residual ATP luminescence. Potency, µM (titrated, usually from 57.5 µM), for inactives: at the top dose activity change, negative = inhibition, usual class: inhibitors. P51570; also: potency is read from the fitted curve at half-maximal effect; % is scaled to controls: 0 for no effect and ±100 for the full control effect
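ATP-depletion format; final 35 uM ATP, 100 uM D-galactose, 5 nM enzyme; pH 8.0 HEPES/Mg2+ buffer; 60 min RT; luminescence read 10 min after detection reagent.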
B2AR arrestin – agonists driving beta-arrestin recruitment to human beta2-adrenergic receptor; P07550; beta-arrestin recruitment to beta2AR, cell-based reporter; Potency, µM (doses to about 46.1 µM), inactives show at the highest dose activation, actives largely listed as activators; hit rate 0.02% among 330,000; AID 492947;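 also: potency is read from the fitted curve at half-maximal effect; 0% = DMSO controls and full agonism = EC100 isoproterenol or metaproterenol; nearly all actives have a fitted effect of over 65% in size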
USP2a block – USP2a (human) protease inhibition. hit rate 0.01% among 330,000. Potency, µM (titrated, usually from 38.3 µM), for the others: at the highest dose activity change, negative = inhibition, actives largely listed as inhibitors. USP2 core, Ub-CHOP2 coupled fluorogenic reporter, 485/531. AID 463254. O75604;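 also: potency is read from the fitted curve at half-maximal effect; plate controls were DMSO wells for no effect and full inhibition by NEM control for full effect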
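Cell-free coupled assay: 10nM USP2 core preincubated 30min RT with compound in Tris-HCl pH 8.0/CaCl2/CHAPS buffer, then 25nM Ub-CHOP2 and 25nM reporter substrate; fluorescence (Ex 485/Em 531) read after 60min RT, normalized to NEM inhibition, concentration-response curves fitted.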
Giardia killer – kills Giardia lamblia; hit rate 0.15% among 340,000; activity change, % at 7.66 µM, hits read low; Giardia lamblia trophozoite viability; AID 540267; in the data active = activity change below about -80%; inconclusive = between about -30% and that limit;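 also: parasites exposed to compound for two days anaerobically before the ATP read; % is scaled to controls: 0 for no effect and ±100 for the full control effect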
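Killing of trophozoites was scored by loss of ATP luminescence after a 48 hrs anaerobic exposure to compounds at 37 deg C, using 100 cells per well.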
* hit, by the source's call; ? = inconclusive; / = no result given; & = joins results of further samples. Unless noted, calls follow the shape of the dose curve; as a rule, active = well fitted curve in the direction sought with a large enough effect; inconclusive = small, poorly fitted or top-dose-only effect, or another doubt; inactive = no such curve, though single readings can be large; an effect the other way counts as inactive or inconclusive. Some of the compounds tested, so the mix of outcomes need not match the whole.

SMILES | hERG WT inh | TRPV1 ag | PKM2 activator | KCNH2 3.1 inh | Menin MLL FP TR | FBPA coupling cs | CXXC DNA block | GALK inh | B2AR arrestin | USP2a block | Giardia killer
CC(=O)c1c(C)n(-c2ccccc2)c2ccc(OCC(O)CN3CCOCC3)cc12 (stereo not given) | 0 | 2 | -1% | -5 | -7% | 1 | 3% | 6% | 0.0% | 4% | -1
CCOC(=O)C1CCN(C(=O)COc2ccc(S(=O)(=O)N3CCOCC3)cc2C)CC1 | -1 | 2 | 0% | 18 | 4% | 8 | 0% | 1% | 0.3% | 2% | -8
COc1ccc(C)cc1NC(=O)CCCN1C(=O)C(c2ccccc2)Oc2cccnc21 (stereo not given) | 24 | 23 | / | 0 | / | / | -11% | 6% | 0.4% | 2% | 8
COc1ccc(S(=O)(=O)N2CCOCC2)cc1NC(=O)c1ccccc1C | -3 | 7 | 0% | 13 | / | / | 25% | 4% | -0.8% | 2% | -26
Cc1cc(C)nc(NN=C(c2ccccc2)c2ccccc2)n1 | -13 | 20 | -7% | 1 | -8% | -7 | 4% | 4% | -1.0% | 2% | -21
N#C/C(=C\c1c(F)cccc1Cl)S(=O)(=O)c1ccccn1 | 5 | 0 | -1% | -5 | / | -1 | -24% | -4% | -0.2% | 2% | 0
COCCNC(=S)NC(=O)c1ccc(C(C)(C)C)cc1 | 13 | 24 | 0% | 10 | ? | 1 | 18% | -2% | 0.0% | 1% | -9
O=C(NCc1ccc2c(c1)OCO2)c1cc(-c2ccncc2)nc2ccccc12 | 12 | 4 | 6% | -1 | / | 0 | 12% | / | 0.3% | 8% | -9
CC(=O)C1=C(O)C(=O)N(c2ccc(O)cc2)C1c1ccccc1[N+](=O)[O-] (stereo not given) | -1 | -1 | -2% | -6 | -1% | -1 | 1% | -6% | -0.3% | -1% | -2
C/C=C(/C)C(=O)Nc1cccc(C2=NOC3(C2)C[C@H](C(N)=O)N(C(=O)COc2ccc(Cl)cc2)C3)c1 (stereo not given in full) | -14 | 2 | -4% | 8 | / | 0 | -5% | -2% | 0.3% | 0% | -17
O=C(COC(=O)c1cc(-c2ccccc2)nc2ccccc12)NCC1CCCO1 (stereo not given) | 14 | ? | 9% | 5 | 9% | -2 | 3% | -7% | -0.1% | 2% | -16
ClC(Cl)(c1nnnn1-c1ccccc1)c1nnnn1-c1ccccc1 | -8 | 2 | -1% | -48 | 8% | 2 | 2% | 1% | 0.1% | 1% | 16
COC(=O)c1cc(NC(=O)CCc2c(C)nc3ncnn3c2C)cc(C(=O)OC)c1 | -5 | -3 | -1% | 3 | -7% | 3 | 10% | -1% | -0.7% | 4% | -3
Cc1ccc(CNC(=O)C2CCCN(c3nc4ccsc4c(=O)s3)C2)cc1 (stereo not given) | 14 | 11 | 1% | 35 | -2% | 1 | 18% | 5% | 0.1% | -1% | -10
CC(C)CCNC(=O)C1CC(=O)N(CCc2ccccc2)C1 (stereo not given) | 2 | 0 | / | 6 | -19% | 1 | -10% | 5% | -0.4% | 1% | -9

The closing 2 compounds of the section above come first, to join the parts:
SMILES | hERG WT inh | TRPV1 ag | PKM2 activator | KCNH2 3.1 inh | Menin MLL FP TR | FBPA coupling cs | CXXC DNA block | GALK inh | B2AR arrestin | USP2a block | Giardia killer
Cc1ccc(CNC(=O)C2CCCN(c3nc4ccsc4c(=O)s3)C2)cc1 (stereo not given) | 14 | 11 | 1% | 35 | -2% | 1 | 18% | 5% | 0.1% | -1% | -10
CC(C)CCNC(=O)C1CC(=O)N(CCc2ccccc2)C1 (stereo not given) | 2 | 0 | / | 6 | -19% | 1 | -10% | 5% | -0.4% | 1% | -9
Cc1nc(N)sc1C(=O)N/N=C/c1c[nH]c2ccccc12 | -32 | -7 | 11% | -3 | ? | -16 | 3% | 0% | 7.3% | 5% | 9
CN1CCC(N(C)S(=O)(=O)c2ccc(NC(=O)COc3ccc(Br)cc3Cl)cc2)CC1 | 17 | 1 | / | -48 | / | / | / | / | -0.3% | -1% | -6
Cc1cc(NC(=O)CCC(=O)N(c2ccc(F)cc2)C(C(=O)NC2CCCC2)c2ccccc2)no1 (stereo not given) | 1 | 7 | 6% | -23 | -14% | 2 | 10% | 5% | 0.1% | 2% | -22
CCOC(=O)c1ccccc1NC(=O)c1cc(S(=O)(=O)N2CCOCC2)ccc1F | 3 | ? | 7% | -13 | 1% | -1 | 0% | 0% | 0.1% | 1% | -16
COC(=O)c1ccccc1NC(=O)NN1CCN(C)CC1 | -3 | 3 | 5% | -9 | / | / | 3% | 5% | 0.3% | 4% | 15
CCOC(=O)CCCCC(=O)c1[nH]c(=O)[nH]c1CSc1nnc2c3cc(Br)ccc3n(C)c2n1 | / | -4 | 24% | / | -3% | 0 | 28% | -1% | 0.0% | 2% | /
Cc1cccc(C)c1NC(=O)N1CC(C)OC(C)C1 (stereo not given) | -4 | -1 | / | -192* | -7% | 1 | 19% | -1% | -0.7% | -2% | ?
O=C(CN1CCC(O)(c2cccc(C(F)(F)F)c2)CC1)NCCc1ccccc1 | -5 | 16 | -2% | -21 | -10% | 4 | 10% | -4% | -0.9% | -2% | -4
COc1ccccc1NC(=O)Nc1ccncc1 | / | 8 | 1% | 29 | 5% | 3 | -6% | -1% | -0.2% | 0% | ?
C=C(C)C(=O)Nc1nnc(-c2ccccc2C)s1 | -26 | 2 | -2% | -11 | -18% | 0 | 4% | -3% | 0.3% | 0% | 20
O=C(c1cc(-c2ccc(Cl)cc2Cl)on1)N1CCOCC1 | 11 | 83* | -6% | -37 | 28% | 3 | -1% | 1% | 0.4% | -8% | -24
COc1cc(OC)c2c(-c3ccccc3)cc(=O)oc2c1C(CCN1CCCC(C)C1)c1ccc2c(c1)OCO2 (stereo not given) | / | 2 | 9% | / | ? | 0&-2 | 19% | 1% | -0.7% | 5% | -10&-22
N#CCSc1nc2ccccc2c2nc3ccccc3n12 | -4 | 4 | 0% | -4 | -2% | 5 | -5% | 1% | -0.5% | -1% | -20
Cc1cc(C(F)(F)F)nc(Nc2nc(C)c3ccccc3n2)n1 | 25 | 0 | -5% | -5 | -25% | -2 | 6% | 0% | -0.4% | 2% | -9
Cc1cc(NC(=O)CSc2nnc3ccc(-c4ccc(F)cc4)nn23)no1 | 2 | 5 | / | 13 | / | / | / | / | -0.5% | 1% | 1
CC(C)CC(NC(=O)C(CC(C)C)NC(=O)OC(C)(C)C)C(=O)O (stereo not given) | -6 | 7 | -8% | 2 | 10% | 0 | 2% | -3% | 0.1% | 1% | -9
CC(=O)c1ccc(OCC(C)Oc2ccc(C#N)cc2)cc1 (stereo not given) | 1 | 20 | 16% | 2 | / | 0 | -21% | 0% | 0.2% | 0% | -23
Cc1ccc(NC(=O)Nc2nnc(-c3ccncc3)s2)cc1 | -15 | 3 | 13% | 1 | ? | 1 | -1% | 2% | -0.4% | -2% | -8
Cc1nn(C(CC(=O)O)C(=O)O)c(C)c1Br (stereo not given) | 11 | 0 | 0% | 16 | -12% | 3 | -4% | -4% | -0.2% | -4% | 1
CC1Cc2ccccc2N1S(=O)(=O)c1cnc[nH]1 (stereo not given) | 4 | -1 | 5% | 9 | -28% | -4 | 13% | 3% | -0.2% | 5% | 10
Cc1cccc(NS(=O)(=O)c2ccc(C(=O)N3CCCC3)cc2)c1C | 7 | -6 | / | -1 | / | / | / | / | 0.2% | 0% | -15
O=C(Nc1cccc(-c2ccc(N3CCOCC3)nn2)c1)c1ccc(F)cc1F | -1 | 12 | / | -1 | / | / | / | / | 0.2% | 0% | -7
O=C(N/N=C/c1cccs1)[C@H]1C[C@@H]1c1ccccc1 | 7 | 2 | 8% | 7 | -7% | 4 | -5% | 0% | -0.5% | 2% | 7
O=C(Nc1ccc2c(c1)OCCO2)C1CCCN(S(=O)(=O)c2cccc3nsnc23)C1 (stereo not given) | 3 | 3 | -1% | -3 | 11% | -2 | 0% | 0% | 0.2% | 0% | 3
CCCCN1C(=O)c2ccc(C(=O)Nc3ccc(C)c(S(=O)(=O)N(C)C)c3)cc2C1=O | 6 | 5 | 0% | -74* | 19% | -6 | 16% | 1% | -1.4% | -2% | -16
CC(C)N(CCNCc1nnc(-c2ccccc2)o1)C(C)C | 3 | -3 | 4% | -10 | 0% | 1 | 2% | -1% | 0.4% | 2% | 7
C[C@H](NC(=O)[C@@H]1CSC2c3ccccc3C(=O)N21)C(=O)NCCc1ccc(F)cc1 (stereo not given in full) | -3 | 1 | / | 4 | / | / | -9% | 2% | 0.3% | 3% | -22
CCOc1ccc(NC(=O)CN(C)C(=O)CC2CC3CCC2C3)cc1OCC (stereo not given) | 2 | -3 | 0% | / | 3% | 3 | 16% | 0% | -1.0% | -1% | 2
